Screening data as filed in PubChem BioAssay.
POLK inh: qHTS for Inhibitors of Polymerase Kappa. purified Pol kappa, fluorescent DNA synthesis assay, 10 min. Potency, µM (series often up to 107 µM), for inactives: at the top dose activity, negative = inhibition, usual class: inhibitors. hit rate 0.53% among 400,000. AID 588579, 2011; further: on the % scale 0 is the no-effect control and ±100 the full control effect
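Enzyme at 10 nM met test compounds for 15 min at room temperature. Substrate addition (50 nM final) began the reaction, which was monitored by fluorescence at 0 and 10 min.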
APEX1 inh: qHTS Assay for Inhibitors of the Human Apurinic/apyrimidinic Endonuclease 1 (APE1); DNA repair nuclease/redox regulator APEX1 (Homo sapiens), P27695; recombinant APE1, TAMRA/BHQ-2 abasic DNA cleavage fluorescence; Potency, µM (doses to about 65.8 µM), inactives show top-dose activity change, negative = inhibition, actives largely listed as inhibitors; hit rate 0.35% among 350,000; AID 2517, 2012;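 further: plate controls were vehicle for no effect and reference inhibitor for full effect; nearly all actives have a fitted effect of over 55% in size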
Target sequence (P27695 whole entry, looked up): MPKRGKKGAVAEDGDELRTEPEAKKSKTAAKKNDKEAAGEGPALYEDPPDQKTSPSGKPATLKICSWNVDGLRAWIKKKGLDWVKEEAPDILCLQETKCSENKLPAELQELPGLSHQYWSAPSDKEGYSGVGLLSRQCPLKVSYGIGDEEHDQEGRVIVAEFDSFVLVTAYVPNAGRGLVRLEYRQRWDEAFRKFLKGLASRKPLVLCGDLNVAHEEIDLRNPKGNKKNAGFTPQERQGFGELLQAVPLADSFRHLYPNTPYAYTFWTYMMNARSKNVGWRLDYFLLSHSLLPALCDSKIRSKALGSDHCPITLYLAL
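Kinetic fluorescence read (525 ex/598 em nm, three reads 60 s apart) of AP-site incision; signal = third minus first read. Enzyme 0.75 nM, dual-labelled THF duplex 50 nM, compound preincubation 15 min RT.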
BLM inh: qHTS Assay for Inhibitors of Bloom's syndrome helicase (BLM); recombinant BLM DNA unwinding, fluorescence dequenching; Potency, µM (top dose mostly 56.1 µM), for inactives: top-dose activity change, negative = inhibition, actives largely listed as inhibitors; AID 2528, 2010; RecQ-like DNA helicase BLM (Homo sapiens), P54132; hit rate 0.2% among 350,000;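 further: plate controls were vehicle for no effect and no enzyme for full effect; nearly all actives have a fitted effect of over 35% in size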
Pol iota inh: qHTS for Inhibitors of Polymerase Iota | DNA polymerase iota (Homo sapiens), Q9UNA4 | Pol iota fluorescent replication assay, 10 min | Potency, µM (top dose mostly 115 µM), for inactives: top-dose activity, negative = inhibition, actives largely listed as inhibitors | hit rate 1% among 390,000
Target sequence (Q9UNA4 whole entry, looked up): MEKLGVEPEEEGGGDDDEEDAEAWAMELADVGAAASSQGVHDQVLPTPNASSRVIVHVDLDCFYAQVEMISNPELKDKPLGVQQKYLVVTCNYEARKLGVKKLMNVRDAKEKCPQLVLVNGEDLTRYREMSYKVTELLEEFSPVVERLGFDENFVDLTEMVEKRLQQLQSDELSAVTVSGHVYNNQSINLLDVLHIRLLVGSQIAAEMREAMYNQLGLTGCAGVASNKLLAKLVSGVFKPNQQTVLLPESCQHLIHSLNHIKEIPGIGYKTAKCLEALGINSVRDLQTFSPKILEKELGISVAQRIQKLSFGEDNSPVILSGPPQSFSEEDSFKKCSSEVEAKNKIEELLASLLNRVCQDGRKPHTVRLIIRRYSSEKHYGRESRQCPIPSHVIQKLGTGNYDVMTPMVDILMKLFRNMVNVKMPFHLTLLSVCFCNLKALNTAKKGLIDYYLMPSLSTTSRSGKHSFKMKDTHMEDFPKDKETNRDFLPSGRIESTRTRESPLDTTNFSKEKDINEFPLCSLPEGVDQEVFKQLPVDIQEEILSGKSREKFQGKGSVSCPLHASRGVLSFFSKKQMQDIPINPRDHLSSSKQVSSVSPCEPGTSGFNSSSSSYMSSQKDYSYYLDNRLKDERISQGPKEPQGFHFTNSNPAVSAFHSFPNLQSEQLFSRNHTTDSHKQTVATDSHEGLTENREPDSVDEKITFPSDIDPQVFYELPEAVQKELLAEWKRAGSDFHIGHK
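Pol iota at 10 nM preincubated 15 min with compounds at room temperature; reaction started with fluorescent substrate, 50 nM final. Fluorescence read kinetically at 0 and 10 min; buffer-only wells as negative control.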
POLH inh: qHTS for Inhibitors of Polymerase Eta; recombinant Pol eta, fluorescent DNA replication assay; hit rate 1.2% among 390,000; Potency, µM (series often up to 114 µM), inactives show at the top dose activity change, negative = inhibition, usual class: inhibitors; further: on the % scale 0 is the no-effect control and ±100 the full control effect
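Fluorescent replication assay: 50 nM final substrate added after a 15 min room-temperature compound preincubation with 10 nM enzyme. Signal taken at 0 min and again at 10 min.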
JMJD2A Tudor: qHTS Assay for Inhibitors of JMJD2A-Tudor Domain | Lysine-specific demethylase 4A (Homo sapiens), O75164 | AlphaScreen JMJD2A-Tudor / H3K4me3 peptide binding | Potency, µM (titrated, usually from 114 µM), without a hit: at the highest dose activity change, negative = inhibition, hits mostly inhibitors | hit rate 4.4% among 390,000 | AID 504339, 2011; further: on the % scale 0 is the no-effect control and ±100 the full control effect; nearly all actives have a fitted effect of over 50% in size
Pol beta inh: qHTS Assay for Inhibitors of DNA Polymerase Beta; Pol beta primer extension/strand displacement, fluorescence kinetic; hit rate 1.3% among 340,000; Potency, µM (highest dose often 114 µM), without a hit: at the highest dose activity change, negative = inhibition, hits mostly inhibitors; AID 485314, 2010; further: on the % scale 0 is the no-effect control and ±100 the full control effect
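Curves were derived by four-parameter Hill fits of normalized qHTS data. The kinetic fluorescent primer-extension read was taken at 0 and 10 min after 50 nM substrate, following a 15 min room-temperature preincubation of 10 nM enzyme with compounds.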
BAZ2B block: qHTS Assay for Inhibitors of BAZ2B. Bromodomain adjacent to zinc finger domain protein 2B (Homo sapiens), Q9UIF8. AlphaScreen BAZ2B-H3K14Ac peptide displacement. AID 504333, 2011. hit rate 4.4% among 360,000. Potency, µM (highest dose often 114 µM), for the others: at the highest dose activity change, negative = inhibition, usual class: inhibitors; further: on the % scale 0 is the no-effect control and ±100 the full control effect; nearly all actives have a fitted effect of over 60% in size
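Inhibition is scored as reduced AlphaScreen emission. The BAZ2B/b-H3(5-23)K14Ac complex (50 nM each) in PBS pH 7.4, 0.01% Tween-20 meets compound (up to 110 uM) for 30 min at RT before bead addition.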
G9a inh: qHTS Assay for Inhibitors of Histone Lysine Methyltransferase G9a; Histone-lysine N-methyltransferase EHMT2 (Homo sapiens), Q96KQ7; G9a H3K9 monomethylation, AlphaScreen, 2 h; Potency, µM (highest dose often 102 µM), without a hit: at the top dose activity, negative = inhibition, actives largely listed as inhibitors; hit rate 8.8% among 350,000; AID 504332, 2011; further: on the % scale 0 is the no-effect control and ±100 the full control effect; nearly all actives have a fitted effect of over 75% in size
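AlphaScreen read-out: biotin-H3K9 peptide (500 nM) methylation by 20 nM enzyme with 20 uM SAM, 2 h at room temperature after 15 min compound preincubation; anti-monomethyl H3K9 antibody plus donor/acceptor beads, 10 min dark.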
The depositor's hits bear a star; & = joins results of further samples; [ ] = remark or other dose. The call rests on the fitted dose curve; in most records, active means well fitted curve in the direction sought with a large enough effect; inconclusive means small, poorly fitted or top-dose-only effect, or another doubt; inactive means no such curve, though single readings can be large; an effect the other way counts as inactive or inconclusive. Potency means the concentration at half of the fitted maximal effect.

For CCN(CC)C(=O)C(=O)c1cccn1-c1c(Cl)cccc1C#N the results were POLK inh 7%, APEX1 inh -3%, BLM inh -4%, Pol iota inh 42%[activator], POLH inh -12%, JMJD2A Tudor -6%, Pol beta inh -14%, BAZ2B block -4% and G9a inh -1%[59 µM].
`COc1ccc2c(c1OC)C(=O)OC2CC(=O)c1ccc(O)c(O)c1` (stereo not given) gave POLK inh -6%, APEX1 inh -2%, BLM inh 1%, Pol iota inh -12%, POLH inh 0%, JMJD2A Tudor 5µM*, Pol beta inh inconclusive, BAZ2B block inconclusive and G9a inh 40µM*.
Screening Cc1nn(-c2ccccc2)c(N)c1Sc1ccc([N+](=O)[O-])cc1 returned POLK inh -9%, APEX1 inh 0%, BLM inh -5%, Pol iota inh 12%, POLH inh -20%, JMJD2A Tudor inconclusive, Pol beta inh 9%, BAZ2B block -13% and G9a inh 10µM*.
For O=c1oc2ccccc2nc1/C=C(O)/C=C\c1ccccc1 the results were POLK inh -11%, APEX1 inh 2%, BLM inh -3%, Pol iota inh inconclusive, POLH inh inconclusive, JMJD2A Tudor -21%, Pol beta inh inconclusive, BAZ2B block inconclusive and G9a inh 56µM*.
C=C1CN(Cc2ccccc2)S(=O)(=O)c2ccccc21 was read as POLK inh 5%&2%&-6%, APEX1 inh -5%&-8%&1%, BLM inh -8%&-7%&-2%, Pol iota inh -7%&-1%&-6%, POLH inh 7%, JMJD2A Tudor 69%&-27%[activator], Pol beta inh 0%, BAZ2B block inconclusive and G9a inh 19%[12.7 µM].
Screening CC(=O)C(Cc1ccccc1)NC(=O)COc1ccc2c(c1)OCO2 (stereo not given) returned POLK inh 1%, APEX1 inh -6%, Pol iota inh 11%, POLH inh -20% and JMJD2A Tudor -5%.
O=C(NC1(C(F)(F)F)NC(=O)N(Cc2ccccc2)C1=O)c1cccnc1 (stereo not given) was read as POLK inh -3%, APEX1 inh 1%, BLM inh -1%, Pol iota inh 6%, POLH inh 0%, JMJD2A Tudor -3%, Pol beta inh 5%, BAZ2B block inconclusive and G9a inh 7%.
COc1ccc(N2C(=O)CC(Nc3ccc(F)cc3)C2=O)c([N+](=O)[O-])c1 (stereo not given) was read as POLK inh -7%, APEX1 inh 0%, BLM inh -8%, Pol iota inh 135%[activator], POLH inh 4%, JMJD2A Tudor -24%, Pol beta inh 18%, BAZ2B block inconclusive and G9a inh inconclusive.
`COc1ccc(CNC(=O)CSc2ncn[nH]2)cc1OC` gave POLK inh -24%, APEX1 inh 72%[activator], BLM inh -1%, Pol iota inh 3%, POLH inh 1%, JMJD2A Tudor -1%, Pol beta inh 8%, BAZ2B block -12% and G9a inh -8%.
Screening O=C(O)C1CCN(C(=O)c2ccc(Cl)cc2)CC1 returned POLK inh -8%, APEX1 inh -3%, BLM inh -7%, Pol iota inh 17%, POLH inh -21%, JMJD2A Tudor -9%, Pol beta inh 15%, BAZ2B block 9% and G9a inh 10%[59 µM].

In the list so far, two have a Cl atom:
For CCN(CC)C(=O)C(=O)c1cccn1-c1c(Cl)cccc1C#N the results were POLK inh 7%, APEX1 inh -3%, BLM inh -4%, Pol iota inh 42%[activator], POLH inh -12%, JMJD2A Tudor -6%, Pol beta inh -14%, BAZ2B block -4% and G9a inh -1%[59 µM].
Screening O=C(O)C1CCN(C(=O)c2ccc(Cl)cc2)CC1 returned POLK inh -8%, APEX1 inh -3%, BLM inh -7%, Pol iota inh 17%, POLH inh -21%, JMJD2A Tudor -9%, Pol beta inh 15%, BAZ2B block 9% and G9a inh 10%[59 µM].

Next section:
`Cc1nn(C)c2c1c(-c1ccccc1)cc(=O)n2CC(=O)NC(C)C` gave POLK inh -24%, BLM inh 0%, Pol iota inh -7%, POLH inh -27%, JMJD2A Tudor -4%, Pol beta inh -1%, BAZ2B block -4% and G9a inh 4%[59 µM].
For Cc1ccc(-c2nc(=S)c3c(n2CC2CCCO2)CC(C)(C)OC3)cc1 (stereo not given) the results were POLK inh 4%, APEX1 inh 5%, BLM inh -2%, Pol iota inh 7%[58.9 µM], POLH inh -5%, JMJD2A Tudor -3%, Pol beta inh -3%, BAZ2B block 32%[activator] and G9a inh 17%[12.7 µM].
For COc1ccc(-c2nc(C#N)c(N3CC(C)OC(C)C3)o2)cc1OC (stereo not given) the results were POLK inh 2%, APEX1 inh 1%, BLM inh 5%, Pol iota inh 2%, POLH inh -12%, JMJD2A Tudor -21%, Pol beta inh -8%, BAZ2B block -6% and G9a inh 16%[59 µM].
Screening CCn1c(SCC(=O)Nc2ccccc2)nc2nc3c(cc2c1=O)COC(C)(C)C3 returned POLK inh -4%, APEX1 inh -1%, BLM inh -3%, Pol iota inh 3%, POLH inh 13%, JMJD2A Tudor -6%, Pol beta inh -20%, BAZ2B block -3% and G9a inh -37%.
Screening CC(C)(C)C1CCc2nc(NC(=O)Cc3ccc(Cl)cc3)sc2C1 (stereo not given) returned POLK inh -10%, BLM inh -3%, Pol iota inh -5%, POLH inh -29%, JMJD2A Tudor -21%, Pol beta inh inconclusive, BAZ2B block -1% and G9a inh 8%[59 µM].
Screening CCCS(=O)(=O)N1CCN(Cc2ccccc2C(F)(F)F)CC1 returned POLK inh -15%, APEX1 inh -4%, BLM inh -4%, Pol iota inh 22%, POLH inh -5%, JMJD2A Tudor 20µM*, Pol beta inh 0%, BAZ2B block -111% and G9a inh 10µM*.
Screening Cc1ccc(NC(=O)CSc2nc(=O)n(CCCN3CCOCC3)c3c2CCCC3)c(C)c1 returned POLK inh -5%, APEX1 inh -18%, Pol iota inh 17%, POLH inh -9%, JMJD2A Tudor -1%, BAZ2B block -4% and G9a inh 1%.
`Cc1c(Cl)cccc1NC(=O)Cn1c(=O)nc(-c2ccccc2)c2ccccc21` gave POLK inh -5%[60.1 µM], BLM inh -3%, Pol iota inh 16%, POLH inh -11%, JMJD2A Tudor -22%, Pol beta inh -12%, BAZ2B block -15% and G9a inh 26%[59 µM].
`CCS(=O)(=O)Nc1ccc2[nH]c(=O)[nH]c2c1` gave POLK inh -11%, APEX1 inh 2%, BLM inh -1%, Pol iota inh 87%[activator], POLH inh -10%, JMJD2A Tudor 0%, Pol beta inh 28%, BAZ2B block -7% and G9a inh -8%.
For CS(=O)(=O)N1CCC(Oc2cccc(C(=O)NCCCOc3cccnc3)c2)CC1 the results were POLK inh -3%, APEX1 inh 14%, BLM inh 1%, Pol iota inh 18%, POLH inh -9%, JMJD2A Tudor -12%, Pol beta inh 13%, BAZ2B block -2% and G9a inh -3%.
`NC(=O)N/N=C/c1cn(-c2ccccc2)nc1-c1cccs1` gave POLK inh -11%, APEX1 inh 2%, BLM inh -7%, Pol iota inh 36%[activator], POLH inh -22%, JMJD2A Tudor -4%, Pol beta inh -24%, BAZ2B block -32% and G9a inh -34%.
For Clc1ccc(SCNc2ccccc2Cl)cc1 the results were POLK inh -7%, APEX1 inh -1%, BLM inh 0%, Pol iota inh inconclusive, POLH inh -1%, JMJD2A Tudor 73%[activator], Pol beta inh 29%, BAZ2B block 47%[activator] and G9a inh 31%.
For O=C(Nc1ccc2oc(-c3ccccc3)nc2c1)c1cccs1 the results were POLK inh -6%, APEX1 inh 7%, BLM inh -14%, Pol iota inh -11%, POLH inh inconclusive, JMJD2A Tudor inconclusive, Pol beta inh inconclusive, BAZ2B block 0% and G9a inh inconclusive.
For CCOc1ccccc1N1CC(C(=O)NNC(=O)c2ccc(F)cc2)CC1=O (stereo not given) the results were POLK inh -7%, APEX1 inh 5%, Pol iota inh -5%, POLH inh 5%, JMJD2A Tudor 0%, BAZ2B block 19% and G9a inh 23%.
For COC(=O)C(Cc1ccc(OC(=O)c2ccc(Cl)cc2)cc1)N1Cc2ccccc2C1=O (stereo not given) the results were POLK inh -12%, APEX1 inh -3%, BLM inh -7%, Pol iota inh 1%, POLH inh -17%, JMJD2A Tudor 1%, Pol beta inh -24%, BAZ2B block -26% and G9a inh 9%.
For CC(=O)Nc1ccc(NC(=O)c2cc(-c3ccc4c(c3)OCCO4)on2)cc1 the results were POLK inh -9%, BLM inh -5%, Pol iota inh 3%, POLH inh -11%, JMJD2A Tudor -2%, Pol beta inh -26%, BAZ2B block 2% and G9a inh 5%[59 µM].
For O=Cc1c(F)cccc1N1CCCC1 the results were POLK inh 3%, APEX1 inh 16%, BLM inh -2%, Pol iota inh 33%[activator], POLH inh -13%, JMJD2A Tudor -7%, Pol beta inh 21%, BAZ2B block -12% and G9a inh 4%.
Screening COc1ccc(S(=O)(=O)N2CCOC2CNC(=O)C(=O)NCCc2c[nH]c3ccccc23)cc1 (stereo not given) returned POLK inh -11%, APEX1 inh -5%, BLM inh -2%, Pol iota inh 2%, POLH inh -11%, JMJD2A Tudor -32%, Pol beta inh 0%, BAZ2B block -35% and G9a inh 7%.
`CCOC(=O)N1CCN(S(=O)(=O)Cc2ccccc2)CC1` gave POLK inh -1%, APEX1 inh 4%, BLM inh -2%, Pol iota inh 12%, POLH inh -3%, JMJD2A Tudor 9%, Pol beta inh 43%, BAZ2B block 10% and G9a inh -8%[0.0925 µM].
CCOC(=O)c1cc2c(=O)n3ccccc3nc2n(CC2CCCO2)c1=NC(=O)c1ccccc1F (stereo not given) was read as POLK inh -1%, BLM inh 0%, Pol iota inh 8%, POLH inh -16%, JMJD2A Tudor 3%, Pol beta inh 4%, BAZ2B block 3% and G9a inh 10%[59 µM].

Only part of the results is shown; the hit share may differ from the screen's.
